EBI2 block: blocks human EBI2 receptor beta-arrestin signaling. P32249. EBI2 beta-arrestin recruitment, luminescence, 7a,25-OHC stimulated. inhibition, % at 5 µM. 360,000 tested, 0.81% active. AID 651636; in the data active = inhibition above about 38%;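 also: enzyme fragment complementation signal reports receptor beta-arrestin coupling in cells; 0% = agonist plus DMSO wells and 100% = wells without agonist; some results beyond the cut were filed as inactive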
Target sequence (P32249 whole entry, looked up, the tested form may be a part): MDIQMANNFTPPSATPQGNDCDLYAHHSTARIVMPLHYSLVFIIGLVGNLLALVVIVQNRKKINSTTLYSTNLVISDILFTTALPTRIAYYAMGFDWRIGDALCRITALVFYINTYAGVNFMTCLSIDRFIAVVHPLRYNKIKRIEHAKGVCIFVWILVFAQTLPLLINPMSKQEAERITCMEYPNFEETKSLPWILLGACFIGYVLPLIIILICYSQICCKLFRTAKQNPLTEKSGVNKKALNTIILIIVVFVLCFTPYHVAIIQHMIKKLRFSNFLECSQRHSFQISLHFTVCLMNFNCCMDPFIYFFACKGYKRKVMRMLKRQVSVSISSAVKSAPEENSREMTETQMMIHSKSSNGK
Gli-Sufu antag: blocks Gli-Sufu signaling in a luciferase reporter; Sufu-KO-LIGHT fibroblasts, Gli luciferase reporter luminescence; inhibition, % at 5 µM; 340,000 tested, 0.74% active; AID 588413;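 active = inhibition above about 55%, limit read from the data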;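 also: 0% = DMSO-treated cells and 100% = wells with medium but no cells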
UBC13 polyUb: human UBC13 polyubiquitination inhibition. UBC13 polyubiquitin chain formation, TR-FRET. inhibition, % at 20 µM. 330,000 tested, 0.47% active; in the data active = inhibition above about 45%, passing the limit was not always enough
Target sequence (P61088 whole entry, looked up): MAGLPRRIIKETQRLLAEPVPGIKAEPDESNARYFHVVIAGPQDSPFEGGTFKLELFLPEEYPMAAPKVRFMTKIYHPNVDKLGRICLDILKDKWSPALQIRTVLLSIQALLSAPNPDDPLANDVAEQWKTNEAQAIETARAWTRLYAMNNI
CXCR6 block: blocks human CXCR6 beta-arrestin recruitment; O00574; CHO-K1 PathHunter CXCR6 beta-arrestin, luminescence; inhibition, % at 20 µM; 360,000 tested, 0.36% active; in the data active = inhibition above about 34%, passing the limit was not always enough;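 also: antagonist mode with CXCL16 agonist at 10 nM final; 0% = 10 nM CXCL16 with DMSO and 100% = unstimulated wells without agonist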
APJ agonist: APJ receptor agonism. P35414. CHO-K1 APJ PathHunter beta-arrestin, luminescence; 0% DMSO wells, 100% apelin. activation, % at 20 µM. 330,000 tested, 0.11% active;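 active = activation more than six SD over the plate average, tested at 20 µM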;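 also: 0% = DMSO alone and 100% = apelin-13 at 10 nM; some results filed as inactive read as strong as hits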
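Material: engineered CHO-K1 APJ arrestin reporter cells; amount: 1000 CHO-K1 reporter cells seeded per well; incubation: compound stimulation 90 min at 25 °C, detection 60 min; signal: luminescent beta-gal fragment complementation, chemiluminescent substrate; read-out basis: APJ agonist activity; controls: DMSO-only wells as negative, 10 nM Apelin-13 as positive control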
CCR6 antagonist: CCR6 (human) receptor antagonism | P51684 | CHO-K1 CCR6 PathHunter beta-arrestin, luminescence, CCL20-stimulated | 340,000 tested, 0.49% active | inhibition, % at 20 µM;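 active = compounds whose inhibition of the agonist-driven luminescence signal at 20 µM reaches about 50%, limit read from the data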;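 also: cells stimulated with CCL20 at 14 nM final; plate controls were DMSO with CCL20 for no effect and DMSO without agonist for full effect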
Target sequence (P51684 whole entry, looked up): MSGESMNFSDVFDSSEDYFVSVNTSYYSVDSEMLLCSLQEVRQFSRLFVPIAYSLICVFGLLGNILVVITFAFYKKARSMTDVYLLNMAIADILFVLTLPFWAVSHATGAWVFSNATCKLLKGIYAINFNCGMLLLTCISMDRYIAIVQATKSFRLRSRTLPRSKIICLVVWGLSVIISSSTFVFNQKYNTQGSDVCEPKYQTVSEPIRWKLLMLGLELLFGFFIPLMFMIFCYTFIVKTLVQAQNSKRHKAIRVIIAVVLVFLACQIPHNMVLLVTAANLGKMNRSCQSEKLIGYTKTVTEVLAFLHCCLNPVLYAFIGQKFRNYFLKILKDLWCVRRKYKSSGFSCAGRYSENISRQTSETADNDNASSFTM
ATG4B inh: ATG4B (human) cysteine protease inhibition | Q9Y4P1 | ATG4B cleavage of LC3-PLA2, NBD-HPC fluorescence, 1 h | inhibition, % at 8.33 µM | 340,000 tested, 0.51% active | AID 504462; in the data active = inhibition above about 40%
APJ antagonist: blocks the human apelin receptor APJ; P35414; CHO-K1 APJ beta-arrestin complementation, luminescence; inhibition, % at 20 µM; 330,000 tested, 0.32% active;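 active = inhibition above about 40% at 20 µM, limit read from the data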;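 also: cells challenged with 10 nM apelin-13 agonist together with compound; plate controls were apelin-13 plus DMSO wells for no effect and DMSO wells lacking apelin-13 for full effect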
* marks the source's active call; other numbers are inactive results; · = no result given.

Every second line gives: EBI2 block	Gli-Sufu antag	UBC13 polyUb	CXCR6 block	APJ agonist	CCR6 antagonist	ATG4B inh	APJ antagonist
> CN(Cc1cn(C)nc1-c1ccccc1F)Cc1nccn1C
  -6.1	4.7	-1.4	-4.9	-1.7	-4.1	-1.3	0.4
> COc1ccc(/C(C)=N/NC(=O)c2nnn(-c3nonc3N)c2-c2ccccc2)cc1
  -2.5	-4.9	5.3	-8.0	0.4	-3.7	-1.0	-1.4
> Cc1ccc(NC(=O)CN(C)C(=O)CSc2nccn2C)cc1
  -2.6	5.8	-9.2	-2.3	-5.0	6.8	-3.1	2.2
> O=C(NC(=O)N1CCN(c2ccc(F)cc2)CC1)c1ccccc1
  -6.0	6.3	-3.5	-3.5	-4.8	6.5	-4.6	10.5
> O=C(CN(c1ccc(Cl)cc1)S(=O)(=O)c1ccccc1)N1CCN(c2ccccc2)CC1
  18.2	0.2	1.6	11.4	-3.6	-15.3	-3.2	17.0
> CCOc1ccccc1NC(=O)NCc1cccnc1
  -2.8	-0.9	-5.4	-6.2	0.5	-14.7	5.1	-7.8
> Nc1nnc(SCCCC(=O)c2ccc(F)cc2)s1
  -12.8	-7.5	-2.3	-25.7	-1.7	6.3	-3.8	12.1
> Cc1cc(NC(=O)c2cccc(S(=O)(=O)N3CC(c4ccccc4)CC3=O)c2)no1 (stereo unspecified)
  -6.6	-7.4	1.8	-4.2	-3.5	2.8	4.5	7.6
> Cc1ccc(S(=O)(=O)Nc2ccc(Cl)cc2C(=O)c2ccc(F)cc2)cc1
  12.6	-7.2	-0.5	3.6	-1.4	6.6	5.6	-10.8
> O=C(CSc1nnc(CNc2ccc(F)cc2)n1CC1CCCO1)N1CCOCC1 (stereo unspecified)
  -8.9	17.4	-0.7	-4.2	1.2	6.5	5.0	-46.5
> C/C(=N\NC(=O)c1cc(O)ccc1O)c1cccc(NC(=O)c2ccc(Cl)cc2)c1
  6.3	-18.0	4.5	-14.2	18.3	3.6	-5.5	-96.5
> Nc1[nH]n(-c2ccccc2)c(=O)c1N=Nc1ccccc1[N+](=O)[O-]
  -7.1	-73.7	-31.9	11.1	-13.9	29.3	-16.8	17.4
> CN1C(=O)C(C)(C)c2cc(S(=O)(=O)N3CCC(C(=O)NCc4ccc(Cl)cc4)CC3)ccc21
  17.8	4.4	-1.7	-6.9	15.4	3.2	-6.3	-12.7
> NC(=O)c1ccc(NC(=O)COC(=O)C2(c3cccc(F)c3)CCCC2)cc1
  1.3	11.4	-3.1	-14.3	0.4	-3.4	-4.3	-16.2
> CCOc1ccccc1OCCOc1ccc(F)cc1
  2.3	-6.8	2.0	8.0	-4.4	19.2	1.8	10.8
> CN(C(=O)c1cccc(NC(=O)Cc2cccc(NC(=O)C3CCN(C(=O)C4CC4)CC3)c2)c1)C1CCC1
  -4.2	-3.9	·	-4.0	·	2.0	1.6	·
> CC(C)NC(=O)CSc1ccccc1C(=O)N1CCN(S(=O)(=O)Cc2ccccc2)CC1
  -1.2	-1.7	-2.5	2.7	4.3	0.5	-9.2	-31.6
> O=C(CSc1ccc(Br)cc1)Nc1cccc(S(=O)(=O)N2CCOCC2)c1
  4.9	-8.5	-0.8	-20.6	-1.6	9.4	-15.6	-48.4
> COc1ccc(N(CC(=O)N2CCOCC2)S(C)(=O)=O)cc1Cl
  -2.7	9.2	-4.8	-1.8	2.0	6.9	3.6	-10.1
> Cc1nn(CC(=O)NC2CCCCC2)c(=O)c2cccn12
  -6.1	-6.6	-4.2	2.2	-3.4	-1.6	-6.8	-1.5

Following part.
Every second line gives: EBI2 block	Gli-Sufu antag	UBC13 polyUb	CXCR6 block	APJ agonist	CCR6 antagonist	ATG4B inh	APJ antagonist
> Cc1cnc(CN(C)Cc2c(C(=O)N3CCc4ccccc4C3)nc3ccc(Cl)cn23)[nH]1
  -11.4	24.6	-5.1	0.2	-0.5	5.2	12.5	-5.5
> Cc1cccc2sc(NC(=O)CSc3nnnn3C)nc12
  -2.3	-7.1	-4.7	2.5	-4.0	11.2	-12.3	3.7
> COc1cc(/C=C2\SC(=S)N(Nc3ccccc3)C2=O)ccc1O
  14.7	-7.9	-113.7	51.4*	-7.3	74.2*	18.2	56.0*
> Cc1ccc(CSc2nc3ccccc3cc2C=O)cc1
  -11.8	-6.0	-15.2	3.7	4.5	-0.4	5.2	-22.4
> COc1ccc(NC(=O)CCC(=O)OC(C(=O)c2ccccc2)c2ccccc2)cc1 (stereo unspecified)
  -1.7	3.6	-8.7	1.9	0.2	-8.9	2.8	4.8
> CC(C)N=C(Nc1ccc(Cl)cc1)c1cccnc1
  -3.2	5.1	-8.1	-0.6	-0.7	4.8	-3.6	-10.3
> CN(C)C(=O)N1CCC(C(=O)NCC2CCCO2)CC1 (stereo unspecified)
  -3.5	0.1	2.4	-4.8	-3.0	-1.5	3.2	4.0
> Cc1nc2ccccn2c1/C(O)=C1\C(=O)C(=O)N(CCN(C)C)C1c1ccco1 (stereo unspecified)
  -8.7	-12.1	3.3	-6.2	-4.5	2.9	-4.1	-11.8
> Cn1c(=O)c(=O)n(C)c2cc(S(=O)(=O)Nc3ccc4c(c3)OCCO4)ccc21
  -5.7	13.9	-18.3	-8.2	2.6	-10.9	1.8	-13.7
> Fc1ccccc1SCc1nnc(-c2ccccc2Br)o1
  0.5	-127.1	11.6	-3.5	-1.2	5.5	24.3	0.6
> COc1ccc(NC(=O)CSc2nnc(N)s2)c([N+](=O)[O-])c1
  -11.5	-2.9	-10.2	-13.5	1.2	-5.5	-4.3	-17.8
> COc1ccc(-c2cc(C(=O)N3CCN(Cc4ccc5c(c4)OCO5)CC3)on2)cc1OC
  0.7	-6.2	6.8	5.8	-2.1	-8.8	-16.0	8.5
> O=S(=O)(NCC(c1ccco1)N1CCc2ccccc2C1)c1ccc(Br)cc1 (stereo unspecified)
  4.5	2.4	0.0	5.4	-1.9	16.5	2.8	7.4
> CCCC(=O)Nc1ccc(C(=O)Nc2cccc(OC)c2)cc1
  21.8	-15.1	-1.9	-8.0	-2.8	16.1	-11.6	2.7
> CN(Cc1ccccc1)C(=O)COc1ccc(N(C)S(=O)(=O)c2ccc(F)cc2)cc1
  4.1	7.2	13.7	-5.3	-3.7	17.2	-6.9	-12.2
> CN1CCN(c2ccc(S(=O)(=O)N3CCCCC3)cc2NC(=O)c2cccc([N+](=O)[O-])c2)CC1
  -12.6	11.8	17.1	9.7	-1.8	-7.3	-13.5	8.8
> COc1ccc(-c2csc(NC(=O)C3CSC4(C)CCC(=O)N34)n2)cc1 (stereo unspecified)
  -12.6	9.9	-15.0	-2.1	-5.3	-0.2	-5.8	4.0
> CCOC(=O)C1CCCN(C(=O)c2ccc3c(c2)N(C)C(=O)/C(=C/c2ccccc2Cl)S3)C1 (stereo unspecified)
  16.2	-4.1	-3.3	6.9	-3.3	30.5	12.8	21.3
> CC(C)c1ccc(C2(O)C(=O)Nc3cc(Br)ccc32)c(O)c1 (stereo unspecified)
  -6.7	17.9	2.9	-1.4	-4.3	-8.4	3.7	-10.0
> CN(C)C(=O)COc1ncnc2sc(-c3ccccc3)cc12
  -1.5	-10.0	-4.5	5.9	-4.0	4.5	-0.6	1.7

The results go on.
Every second line gives: EBI2 block	Gli-Sufu antag	UBC13 polyUb	CXCR6 block	APJ agonist	CCR6 antagonist	ATG4B inh	APJ antagonist
> COc1ccc(C)cc1NC(=O)CSc1nnnn1C1CCCC1
  8.3	-17.4	3.3	4.4	0.4	-3.1	4.1	-0.7
> CCOC(=O)c1sc(NC(=O)c2ccc(S(=O)(=O)N3CCCCCC3)cc2)nc1-c1ccccc1
  -2.1	6.2	19.0	6.0	-1.6	12.0	7.2	24.9
> Cc1ccc(NC(=O)c2ccco2)nc1
  -11.9	-51.6	·	0.1	·	-4.4	7.6	·
> N#CCOC(=O)C1c2ccccc2Oc2ccccc21
  -16.3	-8.3	-0.5	11.2	-0.5	0.7	4.0	3.3
> CCCCCc1c(O)nc(SCCN(C)C)[nH]c1=O
  -3.6	-2.1	0.7	-2.1	-4.7	2.6	0.4	13.1
> CNC(=O)CSCc1c(Cl)cccc1Cl
  -4.5	2.4	-1.3	9.4	-0.9	3.3	3.9	4.2
> Cn1c(Cn2c(=O)sc3ccccc32)nnc1SCc1ccc(F)cc1
  -6.1	11.2	7.5	-3.4	-0.5	3.5	-1.5	25.1
> CCCCOc1ccc(C2CCC(C(C)=O)C(C)C2)cc1 (stereo unspecified)
  18.4	24.2	8.0	4.8	1.1	4.4	7.0	0.1
> Cc1ccccc1CC(=O)NCCN1CCOCC1
  -8.0	0.1	-7.9	4.2	-1.0	17.6	-5.8	-13.8
> CC1=C(C)CC(C(=O)Nc2cccc([N+](=O)[O-])c2)C(C(=O)O)C1 (stereo unspecified)
  -9.6	-6.8	-8.8	7.7	0.4	-3.5	-4.5	6.9
> Nn1cnnc1N/N=C/c1ccccc1C(F)(F)F
  -8.1	6.4	4.6	-7.1	-0.3	6.0	-4.0	14.1
> O=C(/C=C/c1cccc(Cl)c1)Nc1ncccn1
  -4.5	-17.6	-0.1	-4.5	-2.5	-1.7	1.2	16.5
> Nn1c(Cc2cccc3ccccc23)nnc1SCn1nnc2ccccc2c1=O
  -10.7	-2.0	-2.3	6.9	-4.7	-16.7	-19.2	1.8
> COc1ccccc1CN1C(=O)C2CC=CCC2C1=O (stereo unspecified)
  -11.7	0.4	-2.9	-2.2	-4.7	5.1	1.5	5.7
> COc1ccc(S(=O)(=O)N(CCc2ccccc2)CC(=O)NCCCO)cc1
  -35.5	8.0	4.5	-2.0	-7.9	-2.5	-0.3	11.5
> CN(CCc1ccccn1)C1CC(=O)N(c2ccc(Cl)cc2)C1=O (stereo unspecified)
  -7.8	3.0	2.0	0.8	-0.3	-8.0	4.4	12.5
> Cc1cc(Cl)ccc1NC(=S)NC(C)(C)C
  -2.7	4.0	-4.0	2.4	-3.0	5.9	-4.3	2.7
> CCCOc1ccc(N2C(=O)CC(N(Cc3ccco3)C(=O)CCC(=O)O)C2=O)cc1 (stereo unspecified)
  -4.9	-1.6	4.5	9.2	-1.8	12.8	-1.8	-3.9
> Cc1ccc(CN2CCC(C(=O)Nc3cccc(-c4cccc(F)c4)c3)CC2)o1
  -0.5	0.3	10.1	-3.0	-1.6	3.2	4.8	30.1
> O=C(Nc1nccs1)c1cc(Cl)nc2ccccc12
  8.0	-9.4	1.9	2.5	-4.6	8.4	-5.2	11.3
> Cc1ccc(S(=O)(=O)/N=C2/C=C(C3C(=O)CC(C)(C)CC3=O)C(=O)c3ccccc32)cc1
  -19.9	-9.1	-29.0	-0.4	0.8	-1.9	1.5	-1.7
> COc1ccccc1NC(=O)N(Cc1ccccc1)c1ccccn1
  10.8	5.1	-8.8	7.6	-2.5	10.1	6.3	-2.6
> C=CCn1c(SC)nnc1-c1cccc([N+](=O)[O-])c1
  -8.5	3.3	3.9	6.7	-1.5	-2.1	-1.5	-13.8

Bioassay records: PubChem, Sanford-Burnham Center for Chemical Genomics
